EPAC2 antagonist: blocks human EPAC2 exchange factor. Q8WZA2. EPAC2 GEF exchange of Rap1B-BODIPY-GDP, fluorescence. Potency, µM (series often up to 114 µM), for inactives: at the highest dose activity, negative = inhibition, most hits filed as inhibitors. actives 0.18% (n = 360,000); also: potency is read from the fitted curve at half-maximal effect; % is scaled to controls: 0 for no effect and ±100 for the full control effect; nearly all actives have a fitted effect of over 45% in size; many of its hits are not listed in these tables
Target sequence (Q8WZA2 whole entry, looked up): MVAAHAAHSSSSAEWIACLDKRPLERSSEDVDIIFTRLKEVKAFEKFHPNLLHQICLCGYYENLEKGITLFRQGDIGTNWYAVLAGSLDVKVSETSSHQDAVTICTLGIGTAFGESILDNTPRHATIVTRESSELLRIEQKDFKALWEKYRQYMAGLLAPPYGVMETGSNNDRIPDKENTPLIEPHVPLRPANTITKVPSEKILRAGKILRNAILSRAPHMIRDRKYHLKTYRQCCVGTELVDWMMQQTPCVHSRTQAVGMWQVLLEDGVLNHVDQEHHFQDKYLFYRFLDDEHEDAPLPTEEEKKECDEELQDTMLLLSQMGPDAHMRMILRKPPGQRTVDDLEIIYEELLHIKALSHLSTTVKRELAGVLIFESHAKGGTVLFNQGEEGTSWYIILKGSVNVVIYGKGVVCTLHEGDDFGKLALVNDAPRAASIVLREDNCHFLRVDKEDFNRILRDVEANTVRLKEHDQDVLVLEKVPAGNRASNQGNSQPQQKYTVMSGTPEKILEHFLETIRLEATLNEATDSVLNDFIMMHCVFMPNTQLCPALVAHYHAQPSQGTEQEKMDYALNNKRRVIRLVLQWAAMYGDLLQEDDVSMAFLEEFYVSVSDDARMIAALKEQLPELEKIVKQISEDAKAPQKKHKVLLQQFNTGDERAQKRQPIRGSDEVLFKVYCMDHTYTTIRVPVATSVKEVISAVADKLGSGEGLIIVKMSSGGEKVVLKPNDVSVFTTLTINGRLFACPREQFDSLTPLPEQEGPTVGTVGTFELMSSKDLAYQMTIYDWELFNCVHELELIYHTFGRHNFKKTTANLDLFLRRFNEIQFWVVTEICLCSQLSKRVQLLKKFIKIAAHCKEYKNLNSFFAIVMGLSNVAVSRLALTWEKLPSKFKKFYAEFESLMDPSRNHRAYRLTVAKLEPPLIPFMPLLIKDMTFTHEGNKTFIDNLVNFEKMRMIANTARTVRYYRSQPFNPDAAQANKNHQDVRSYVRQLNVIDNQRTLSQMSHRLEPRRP
Mm-Cpn inhibitor: blocks the Methanococcus maripaludis chaperonin Mm-Cpn; actives 0.031% (n = 330,000); Potency, µM (doses to about 76.9 µM), for inactives: at the top dose activity, negative = inhibition, hits mostly inhibitors; purified Mm-Cpn ATPase, ADP Transcreener TR-FRET; also: potency is read from the fitted curve at half-maximal effect; % is scaled to controls: 0 for no effect and ±100 for the full control effect; nearly all actives have a fitted effect of over 80% in size
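ATPase turnover read by TR-FRET ADP competition (Eu cryptate antibody/ADP-d2, 665/590 nm): 10uM ATP final, 25nM Mm-CPN final, 30 min 37degC after 10-min compound preincubation, pH 7.4 Tris/KCl/MgCl2/DTT buffer.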
A549 tox: counter-screen for Nrf2 inhibitors: cytotoxicity in A549 cells; A549 ARE-Fluc cells, CellTiter-Fluor viability, 18-24 h; Potency, µM (highest dose often 46 µM), inactives show at the top dose activity change, negative = cytotoxicity, hits mostly inhibitors; actives 0.16% (n = 390,000); AID 504648; also: potency is read from the fitted curve at half-maximal effect; % is scaled to controls: 0 for no effect and ±100 for the full control effect
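A549 ARE-Fluc cells in 5% FBS OPTI-MEM, 5000 cells/well, rested 2 h then exposed to compounds in concentration-response for 18-24 h at 37 °C. Viability by CellTiter-Fluor fluorescence (Ex 405/Em 525) after 30 min; luciferase luminescence (BugLite, 15 min, RT) read afterwards.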
TGFb SMAD3 inh: TGF-b pathway inhibition; HepG2 CAGA-GFP TGF-b/SMAD3 reporter, GFP fluorescence, 18 h; TGF-beta stimulated, 500 pg/mL final; actives 1.2% (n = 410,000); Potency, µM (titrated, usually from 46.1 µM), without a hit: at the highest dose activity, negative = inhibition, actives largely listed as inhibitors; also: potency is read from the fitted curve at half-maximal effect; % is scaled to controls: 0 for no effect and ±100 for the full control effect; nearly all actives have a fitted effect of over 65% in size
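First, reporter cells (HEPG2 CAGA-GFP) rested 2 h at 37 degrees C. Next, compounds were pinned in and TGF-beta added to 500 pg/mL final. After 18 h, GFP was imaged per cell and summed per well.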
Nrf2 block: Nrf2 pathway inhibition; actives 2.1% (n = 360,000); AID 504444; Potency, µM (titrated, usually from 46 µM), for the others: at the highest dose activity change, negative = inhibition, usual class: inhibitors; A549 ARE-Fluc reporter, luciferase luminescence, 18-24 h; also: potency is read from the fitted curve at half-maximal effect; % is scaled to controls: 0 for no effect and ±100 for the full control effect; nearly all actives have a fitted effect of over 60% in size
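A549 ARE_Fluc cells (5000/well, 5% FBS OPTI-MEM) pre-incubated 2 h, then treated with compounds 18-24 h at 37C/5% CO2 in concentration-response. CellTiter-Fluor viability read first; BugLite luciferase luminescence after 15 min at room temperature gives Nrf2 activity.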
EPAC2 agonist: activates human EPAC2 exchange factor | EPAC2 activation, biochemical qHTS; response scale: 100% = 6.5 mM cAMP response | Potency, µM (titrated, usually from 154 µM), without a hit: top-dose activation, actives largely listed as activators | actives 0.079% (n = 360,000); also: potency is read from the fitted curve at half-maximal effect; nearly all actives have a fitted effect of over 50% in size
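Compounds were added across a concentration range to EPAC2 (100 nM), RAP1B-BODIPY-GDP (250 nM) and GDP (50 uM). After 5 min at room temperature, fluorescence was recorded at 5-min intervals for 30 min.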
Akt phos inh: Akt phosphorylation inhibition; Neuro2A IGF-stimulated pAkt S473 HTRF, 20 min; stronger effect = lower value; activity change, % for hits at 50 µM; AID 651550; actives 0.32% (n = 360,000); in the data active = activity change below about -80%; inconclusive = mostly about -51% to -80%; also: % is scaled to controls: 0 for no effect and ±100 for the full control effect
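Single-point screen (50 µM final compound) in Neuro2A cells stimulated 20 min with 6 nM IGF at 37 deg C. After lysis, Ser473-phosphorylated Akt read by HTRF (ex 330 nm, em 615/665 nm) as the 665/615 ratio.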
Nrf2 ARE act: activators of Nrf2 (ARE) signaling | AREc32 ARE-luciferase reporter (MCF7-derived line), luminescence, 24 h | Potency, µM (top dose mostly 46.1 µM), for inactives: at the top dose activation, actives largely listed as activators | actives 0.31% (n = 410,000) | AID 624171; also: potency is read from the fitted curve at half-maximal effect; % of control where 0% means no effect; nearly all actives have a fitted effect of over 65% in size
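AREc32_Fluc, 1000 cells/well, OPTI-MEM + 5% FBS, o/n 37 deg C 5% CO2; 23 nL cpd by pin tool, 24 hr; Steady-Glo 30 min RT, luminescence.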
CCT modulator: changes cytosolic chaperonin activity; activity change, % (no concentration beside the values), hits read low; AID 651819; purified chaperonin ATPase assay, HTRF ADP detection, 30 min; actives 0.3% (n = 360,000); in the data active = activity change below about -30%; also: % is scaled to controls: 0 for no effect and ±100 for the full control effect
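First, chaperonin was dispensed at 40 nM or 20 nM final depending on batch activity. Next, compounds were pinned at 76 uM and ATP added at 10 uM. After 30 min at 37 °C, ADP detection reagents ran 30 min at ambient temperature.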
* = called active by the depositor; i = inactive; ? = inconclusive; · = no result given; & = joins results of further samples; [ ] = dose if it differs, or a comment. Unless noted, calls follow the shape of the dose curve; as a rule, active = well fitted curve in the direction sought with a large enough effect; inconclusive = small, poorly fitted or top-dose-only effect, or another doubt; inactive = no such curve, though single readings can be large; an effect the other way counts as inactive or inconclusive. Not all compounds are listed (hit frequency here may not be typical).

SMILES | EPAC2 antagonist | Mm-Cpn inhibitor | A549 tox | TGFb SMAD3 inh | Nrf2 block | EPAC2 agonist | Akt phos inh | Nrf2 ARE act | CCT modulator
O=C(CSc1cn(CCNC(=O)c2ccccc2)c2ccccc12)NCc1ccco1 | -6% | 1% | 5% | 0% | -21% | 14% | i | 7.2% | -0.5
COc1cccc(C(=O)NCCS(=O)(=O)NC(C)CCc2ccccc2)c1 (centres undefined) | -11% | -3% | 2% | 0% | -3% | 2% | i | 0.1% | 0.3
Clc1ccc(NC2=NCCCCC2)cc1 | 3% | 1% | 1% | 20% | -3% | -82%[inhibitor][15.6 µM] | · | -0.6% | -4.6
COc1ccc(NC(=O)CCCc2nnc3n(CCC(C)C)c(=O)c4sccc4n23)c(OC)c1 | · | · | 0% | ? | 11% | · | · | -0.7% | ·
COc1ccccc1C(=O)NNc1ncc(C)s1 | 9% | 0% | 0% | 1% | 0% | -1% | i | 2.6% | 2.3
CC(=O)C1=C(C)Nc2ncnn2C1c1ccc(C)cc1 (centres undefined) | -9% | 2% | 3% | 0% | 10% | 1% | i | 0.0% | -0.3
N#C/C(=C/c1cn(-c2ccccc2)nc1-c1cccc(OCc2ccccc2)c1)C(=O)NCCCn1ccnc1 | -4% | -4% | ? | ? | ? | 0% | i | 2.8% | 2.4
CCOc1ccc(NC(=O)CN(C)C(=O)Cc2c[nH]c3ccccc23)cc1OCC | -3% | -1% | 0% | 3% | -22% | 9% | i | 4.4% | -1.2
Cc1cccnc1NC(=O)Cn1nc([N+](=O)[O-])cc1C | -4% | 1% | -5% | -11% | 8% | -2% | i | 0.3% | 1.5
CC(=O)Nc1ccc(-c2csc(NC(C)c3ccccc3)n2)cc1 (centres undefined) | 7% | -6% | 1% | 1% | ? | 1% | i | -0.3% | 1.2
CCOC(=O)c1c(C)c(C(=O)NCc2cccs2)c(C)n1C | -6% | 3% | 11% | 20% | 15% | 11% | i | 0.1% | 1.8
COc1ccc(Cc2c(-c3ccc(C)cc3)nc3ccc(Cl)cn23)c(C)c1 | 7% | · | · | ? | · | 4% | i | -0.4% | -1.2
COc1ccc2c(c1)C(C1C(=O)CCCC1=O)c1ccccc1O2 (centres undefined) | 2% | -24% | -7% | 6% | 7% | 11% | i | -0.1% | 4.0
O=C(Nc1ccccc1N1CCCC1)c1ccc(Cl)cc1Cl | -29% | 3% | 1% | -1% | 14% | 10% | i | 0.4% | -0.2
O=C(CSc1nnc(-c2ccco2)n1-c1ccccc1)NCc1ccco1 | 9% | 1% | -9% | 0% | 20% | -5% | i | -0.6% | 0.9
COC(=O)CSc1ccnc2cc(Cl)ccc12 | -16% | -1% | 1% | 17% | 2% | 9% | i | -0.4% | 0.8
NC(=O)C1CCN(C(c2ccccc2Cl)c2nnnn2Cc2ccc3c(c2)OCO3)CC1 (centres undefined) | 1% | -4% | -1% | -15% | 12% | -6% | i | -0.4% | -0.4
COc1ccc(CN2CCC(CNS(=O)(=O)c3cccc(C(F)(F)F)c3)CC2)cc1 | -8% | 0% | 1% | -18% | -5% | 3% | i | 0.7% | -1.3
CN(C)/C=N/c1nc(Sc2ccc(C(F)(F)F)cc2[N+](=O)[O-])n[nH]1 | -26% | 0% | 1% | -11% | -17% | 3% | i | -0.2% | 0.8
CC(=O)C[C@H]1c2cc(C(F)(F)F)ccc2S(=O)(=O)N1c1ccc(N(C)C)cc1 | 0% | · | 0% | -22%&-10% | -8% | -4% | i | -0.1% | -2.1
O=C(Nc1nc2ccccc2[nH]1)c1ccc(Cl)cc1 | -21% | 0% | -16% | -18% | ? | -3% | i | 0.6% | -1.6
COc1ccccc1C1CCN(C(=O)c2ccco2)CC1 | -5% | -1% | -4% | -8% | -9% | -2% | i | 0.7% | -0.1
CCN(CC)S(=O)(=O)c1ccc(NC(=O)COC(=O)c2c[nH]c(=O)[nH]c2=O)cc1 | 9% | -1% | -11% | -16% | -24% | 3% | i | -0.2% | -2.5
COc1ccc(C(=O)NC(=S)Nc2ccc(CN3CCOCC3)cc2)cc1Cl | -6% | -3% | 2% | -24% | -13% | 20% | · | 2.1% | -1.3
O=C1N=C(N2CCCCC2)S/C1=C\c1ccc(Cl)cc1 | 8% | -2% | 4% | 34%[activator] | 1% | 5% | i | 29% | 0.1
O=C(C(=O)N1CCN(c2ccccc2Cl)CC1)c1c[nH]c2ccccc12 | -6% | -1% | 6% | -19% | 0% | 12% | i | 0.7% | 2.1
CC(=C/c1ccccc1)/C=N/NC(=O)c1cnccn1 | 2% | -27% | -6% | 0% | 12% | 7% | i | -0.1% | -2.1
COc1cccc(=O)c2c(C)n(C)c(C)c12 | -2% | -1% | -20% | ? | -18% | 0% | i | 0.1% | -0.1
CC(Oc1ccc2c(-c3ccccc3)cc(=O)oc2c1)C(=O)NCCCN1CCOCC1 (centres undefined) | 8% | 2% | 8% | 4% | -4% | 3% | i | -0.9% | -1.0
CC(C)NC(=O)N(C)C[C@H]1OCCCC[C@@H](C)Oc2ccc(NC(=O)C3CCCCC3)cc2C(=O)N([C@H](C)CO)C[C@@H]1C | -1% | · | · | 3% | · | -14% | i | 0.3% | -3.8
CC(C)[C@H](NC(=O)c1ccccc1)C(=O)OCC(=O)c1c(N)n(C)c(=O)n(C)c1=O | 4% | 1% | 2% | -11% | -3% | 7% | i | -0.5% | -7.8
CCOc1ccc(NC(=O)[C@@H](NC(=O)c2ccccc2Br)C(C)C)cc1 | -10% | 2% | -3% | -2% | 1% | -10% | i | -0.1% | -0.3
COc1ccc(NC(=S)Nc2ccc(N)c([N+](=O)[O-])c2)cc1 | -4% | 2% | -2% | 0% | -3% | -6% | i | ? | 0.1
CSc1ccccc1OCc1cc(C(=O)NCCc2nc(C)cc(C)n2)no1 | -7% | 2% | -4% | -16% | -2% | 1% | i | 7.2% | 0.4
O=C(c1ccccc1)n1nc(-c2ccco2)nc1NCc1cccs1 | · | · | -6% | 0% | 5% | · | · | 2.8% | ·
CC(NCCC1(Cc2ccccc2Cl)CCOC(C)(C)C1)c1cccs1 (centres undefined) | -6% | 2% | -10% | ? | 1% | 0% | i | 2.6% | -0.2
CCOC(=O)C1CCCN(C(=O)c2c(C)nn(-c3ccc(F)cc3)c2-n2cccc2)C1 (centres undefined) | · | · | 3% | 11% | ? | · | · | 0.0% | ·
Cc1cccc(NC(=O)Cn2cc(C=O)c3ccccc32)c1 | 1% | -5% | -6% | ? | -16% | 7% | i | -0.2% | -5.9
CCCCn1c(N)c(N(CC(C)C)C(=O)C2CC(=O)N(c3ccccc3C(C)CC)C2)c(=O)[nH]c1=O (centres undefined) | 3% | -1% | -3% | 1% | 1% | -6% | i | -0.2% | 0.1
CN(C)S(=O)(=O)c1cc(NC(=O)CN2CCN(c3ccccc3F)CC2)ccc1Cl | -10% | 2% | -6% | -19% | ? | 2% | i | 0.5% | 2.0
COc1cc(/C=N/Nc2ccnc(=O)[nH]2)ccc1O | 3% | 1% | -1% | 0% | ? | 13% | i | 2.8% | -2.0
O=C(O)c1cc(Cl)ccc1-c1ccc(/C=C/c2cc(C(F)(F)F)[nH]c(=O)n2)o1 | 273%[activator] | -2% | -16% | 77%[activator] | -5% | 100µM* | i | -0.6% | -2.8
CCCCc1nn2c(=O)cc(COC(=O)c3ccccc3C)nc2s1 | · | · | 1% | -5% | ? | · | · | 4.1% | ·
O=C(COc1ncnc2c(Cl)cc(Cl)cc12)NC1CCCCCC1 | -3% | 0% | -2% | 1% | 0% | 10% | i | 0.0% | -2.3
COc1ccc(CCCC(=O)N/N=C/c2ccccc2OC)cc1 | -4% | -2% | 0% | -6% | -8% | 11% | i | 0.3% | 2.6
Cc1ccc(N(C(C)C(=O)N2CCCC2)S(C)(=O)=O)cc1 (centres undefined) | 3% | 1% | -5% | -1% | -16% | 4% | i | 5.7% | 1.3
O=C(CSC1=NS(=O)(=O)c2cc(F)ccc2N1)Nc1ccccc1 | -9% | 1% | -2% | 7% | 12% | 5% | i | -0.2% | -1.6
Clc1cccc(CN2CCc3c([nH]c4ccccc34)C2)c1 | -12% | 2% | 3% | -15% | 24% | 8% | i | 0.1% | 0.9

Profiles from above. Values in the order: EPAC2 antagonist	Mm-Cpn inhibitor	A549 tox	TGFb SMAD3 inh	Nrf2 block	EPAC2 agonist	Akt phos inh	Nrf2 ARE act	CCT modulator
Entry for `CCCCn1c(N)c(N(CC(C)C)C(=O)C2CC(=O)N(c3ccccc3C(C)CC)C2)c(=O)[nH]c1=O` (centres undefined) = 3%	-1%	-3%	1%	1%	-6%	i	-0.2%	0.1
Entry for `CCCCc1nn2c(=O)cc(COC(=O)c3ccccc3C)nc2s1` = ·	·	1%	-5%	?	·	·	4.1%	·
Entry for `Clc1cccc(CN2CCc3c([nH]c4ccccc34)C2)c1` = -12%	2%	3%	-15%	24%	8%	i	0.1%	0.9
Entry for `Cc1ccc(N(C(C)C(=O)N2CCCC2)S(C)(=O)=O)cc1` (centres undefined) = 3%	1%	-5%	-1%	-16%	4%	i	5.7%	1.3
Entry for `O=C(CSC1=NS(=O)(=O)c2cc(F)ccc2N1)Nc1ccccc1` = -9%	1%	-2%	7%	12%	5%	i	-0.2%	-1.6
